# Screens deposited in PubChem by several laboratories.
# TR-FRET SRC-2 ct: flags TR-FRET format artefacts in PPARgamma SRC-2 recruitment agonist screen | TR-FRET artefact counter-screen; stronger effect = higher value | TR-FRET ratio at 8 µM | 0.4% of 200,000 active | AID 1049; in the data active = TR-FRET ratio above about 2000; also: inactives centre near 1500; reference of the scale not given here
# TNAP inh hiacc: blocks human TNAP under high phosphate acceptor concentration; P05186; purified TNAP, CDP-star luminescence, 1 M DEA; inhibition, % at 20 µM; 0.03% of 200,000 active; AID 1135;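 active = over 50% inhibition of tissue-nonspecific alkaline phosphatase at 20 µM in the single-dose screen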;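 also: plate controls were DMSO wells for no effect and EDTA-quenched wells as full inhibition for full effect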
# Target sequence (P05186 whole entry, looked up): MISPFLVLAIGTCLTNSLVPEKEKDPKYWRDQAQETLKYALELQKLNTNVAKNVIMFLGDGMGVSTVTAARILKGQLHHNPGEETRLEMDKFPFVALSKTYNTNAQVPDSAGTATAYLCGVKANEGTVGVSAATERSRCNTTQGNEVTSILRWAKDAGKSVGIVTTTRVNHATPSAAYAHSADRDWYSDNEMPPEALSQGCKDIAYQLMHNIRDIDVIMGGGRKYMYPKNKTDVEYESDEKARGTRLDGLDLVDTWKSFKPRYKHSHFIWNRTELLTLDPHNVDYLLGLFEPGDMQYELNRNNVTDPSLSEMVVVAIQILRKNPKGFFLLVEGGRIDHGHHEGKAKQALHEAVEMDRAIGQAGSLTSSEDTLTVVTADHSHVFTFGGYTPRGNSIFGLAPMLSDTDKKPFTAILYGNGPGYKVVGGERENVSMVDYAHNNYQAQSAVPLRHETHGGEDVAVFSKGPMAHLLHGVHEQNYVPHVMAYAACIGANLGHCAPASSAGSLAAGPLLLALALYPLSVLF
# PPARg SRC-2 ag: agonists of SRC-2 recruitment by human PPARgamma; PPARgamma LBD-SRC-2 recruitment, biochemical; activation, % at 8 µM; 0.34% of 200,000 active; AID 1032; in the data active = activation above about 22%;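 also: 0% = vehicle and 100% = reference agonist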
# Target sequence (P37231 whole entry, looked up, the tested form may be a part): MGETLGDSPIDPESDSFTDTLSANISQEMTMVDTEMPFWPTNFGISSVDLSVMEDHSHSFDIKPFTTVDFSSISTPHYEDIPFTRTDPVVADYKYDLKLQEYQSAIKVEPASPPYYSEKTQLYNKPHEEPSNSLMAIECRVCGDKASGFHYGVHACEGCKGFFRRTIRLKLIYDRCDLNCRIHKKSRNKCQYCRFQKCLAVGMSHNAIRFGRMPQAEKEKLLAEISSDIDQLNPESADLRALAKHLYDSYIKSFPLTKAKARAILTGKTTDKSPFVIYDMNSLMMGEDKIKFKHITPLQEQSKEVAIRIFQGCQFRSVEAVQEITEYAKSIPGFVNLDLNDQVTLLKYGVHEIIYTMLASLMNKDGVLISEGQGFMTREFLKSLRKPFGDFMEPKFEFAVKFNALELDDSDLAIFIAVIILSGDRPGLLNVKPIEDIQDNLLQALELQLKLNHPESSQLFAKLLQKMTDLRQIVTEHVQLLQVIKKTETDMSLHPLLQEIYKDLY
# PPARg SRC1 recr: promotes SRC-1 coactivator recruitment by human PPARgamma; P37231; PPARgamma-SRC-1 coactivator recruitment biochemical assay; activation, % at 8 µM; 0.41% of 200,000 active; AID 631; in the data active = activation above about 19%;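 also: 0% = DMSO and 100% = reference agonist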
# PPARg SRC3 recr: agonists of human PPARgamma SRC-3 coactivator recruitment; P37231; biochemical PPARgamma/SRC-3 coactivator recruitment assay; activation, % at 8 µM; 0.26% of 200,000 active; in the data active = activation above about 23%;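 also: 0% = DMSO and 100% = reference agonist; some compounds past the cut are filed as inactive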
# TNAP inh no acc: TNAP (human) inhibition, acceptor-free conditions | P05186 | purified TNAP, CDP-star luminescence, 30 min | inhibition, % at 20 µM | 0.26% of 200,000 active | AID 1012;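 active = tissue-nonspecific alkaline phosphatase inhibition above about 50% at 20 µM in the single-dose screen, limit read from the data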;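 also: 0% = DMSO negative control and 100% = EDTA positive control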
# HMGR II inh: E. faecalis class II HMG-CoA reductase inhibition; purified E. faecalis HMGR, NADPH absorbance 340 nm kinetic; inhibition, % at 10 µM; 0.41% of 190,000 active;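 active = inhibition above a set limit, the median over all tested compounds plus 3 SD, cut at about 9.5% in these data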;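 also: enzyme runs in reverse so mevalonate oxidation gives rising NADPH absorbance; 0% = complete reaction with DMSO and 100% = background rate lacking mevalonate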
# bIAP act: intestinal alkaline phosphatase (bovine) activation | purified bovine IAP, CDP-star luminescence, 30 min; stronger effect = higher value; fold of DMSO-control signal, blank-subtracted | activation factor at 20 µM | AID 1016 | 0.17% of 200,000 active;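 active = activation factor of 2 or more at 20 µM, a signal rise over negative controls twice the positive control's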
# bIAP inh: intestinal alkaline phosphatase (bovine) inhibition. 190,000 tested, under 10 active. purified bovine IAP, CDP-star luminescence, 30 min. inhibition, % at 20 µM;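 active = over 50% inhibition of intestinal alkaline phosphatase at 20 µM in the single-dose screen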
#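 Incubation: 30 min reaction at room temperature / Material: purified bovine intestinal alkaline phosphatase (IAP) enzyme / Input: enzyme at 1/65,000,000 dilution / Dosing: 20 µM single dose / Signal: CDP-star luminescence signal / Reagent: CDP-star chemiluminescent phosphatase substrate, 30 µM final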
# TNAP act hi DEA: activators of human TNAP at high phosphate acceptor concentration; P05186; purified TNAP, CDP-star luminescence, 1 M DEA, 30 min; stronger effect = higher value; 0 = EDTA background, 1 = DMSO-only activity; activation factor at 20 µM; 200,000 tested, under 10 active;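 active = activation factor at least 2 at 20 µM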
#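 Test system – human TNAP · Doses – 20 µM single point · Incubation – 30 min, room temperature · Signal – luminescent substrate turnover signal · Read-out basis – activation factor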
# Numbers without * were called inactive; nt = not tested or not shown. Hits appear at their usual frequency, and some 1.6% of all compounds hit somewhere here.
1. CC1(C)CC(=O)c2cc(OCC(=O)NCCN3CCOCC3)ccc2O1
2. CCC(C(=O)NC1CCCCC1)n1c(SCc2cccc(C)c2)nc2ccncc21 (centres undefined)
3. O=C1/C(=C/c2ccco2)SC(=S)N1C1CCS(=O)(=O)C1 (centres undefined)
4. Cn1c(=O)c2c(nc(NCCCN3CCOCC3)n2Cc2ccc(Cl)cc2Cl)n(C)c1=O
5. COc1ccccc1N1CCN(CCNC(=O)Nc2cccc(C)c2C)CC1
6. O=C(NCCN1CCN(c2ccccc2F)CC1)C1CCCN(S(=O)(=O)c2cnc[nH]2)C1 (centres undefined)
7. CCOC(=O)c1sc(NC(=S)NC(=O)c2ccco2)nc1C
8. Cc1ccc(N(CC(O)Cn2c3ccccc3c3ccccc32)S(C)(=O)=O)cc1 (centres undefined)

screen / no.	1	2	3	4	5	6	7	8
PPARg SRC-2 ag	3	11	9	nt	8	-2	6	0
TR-FRET SRC-2 ct	1513	1455	1916	nt	1543	1585	1633	1425
TNAP inh hiacc	0	-2	9	-8	-4	2	8	-3
PPARg SRC1 recr	2	2	15	nt	-1	-4	8	-5
HMGR II inh	-3	-1	-2	nt	-6	-6	-7	-4
TNAP act hi DEA	1	1	0.9	1.1	1	1	0.9	1
bIAP inh	-9	11	-22	-3	-16	-4	25	3
PPARg SRC3 recr	0	1	9	nt	4	5	4	1
TNAP inh no acc	-12	-1	8	-15	-7	-2	7	-2
bIAP act	1.1	0.9	1.2	1	1.2	1	0.8	1

9. O=C(COC(=O)CNC(=O)c1cccc([N+](=O)[O-])c1)Nc1cccc(S(=O)(=O)N2CCCCC2)c1
10. CCOC(=O)C1CCN(C(=O)COc2ccc(Br)cc2)CC1
11. CS(=O)(=O)N(CC(=O)N1CCCCC1)c1ccc2c(c1)OCO2
12. COc1ccc(OC)c(CN(CCCN2CCOCC2)C(=O)Nc2ccccc2)c1
13. Cn1c(=O)c2c(nc(CN3CCC(C(N)=O)CC3)n2Cc2ccccc2F)n(C)c1=O
14. Cc1ccc2nc(-c3ccncc3)cc(C(=O)NCCc3ccc(F)cc3)c2c1
15. COc1ccccc1N1CCN(C(=O)CSc2nnc3n2C(C)(C)Cc2ccccc2-3)CC1
16. S=C(NCc1ccccc1)N1CCN(c2ccccc2)CC1

screen / no.	9	10	11	12	13	14	15	16
PPARg SRC-2 ag	11	3	5	-2	7	-1	-1	2
TR-FRET SRC-2 ct	1646	1566	1310	1473	1492	1440	1593	1692
TNAP inh hiacc	0	-3	2	-3	-11	-4	-9	-2
PPARg SRC1 recr	5	-1	1	-5	2	-4	-2	7
HMGR II inh	0	-2	-8	2	4	-2	-5	-6
TNAP act hi DEA	1	1	1	1	1.1	1	1.1	1
bIAP inh	nt	-4	2	1	0	-12	-12	-14
PPARg SRC3 recr	1	4	-6	-3	8	1	1	2
TNAP inh no acc	0	-9	1	-12	-16	-3	-11	-12
bIAP act	0.4	1	1	1	1	1.1	1.1	1.1

17. COc1cccc(C(=O)Nc2cc(NC(=O)c3ccco3)ccc2OC)c1
18. Cc1ccc(NC(=O)CCn2cccc2)cc1C
19. Cc1ccc(Sc2c([N+](=O)[O-])ncn2C)cc1
20. O=C(NCCCO)C(=O)NCc1ccncc1
21. CCOC(=O)C1CCN(c2c(N(C)Cc3ccco3)c(=O)c2=O)CC1
22. CN(Cc1cnccn1)Cc1cn(Cc2ccccc2)nc1-c1ccc2c(c1)OCO2
23. CN(C)S(=O)(=O)Oc1ccsc1C(=O)Nc1ccc(C(F)(F)F)cc1
24. CCOc1ccc(CNC(=O)NS(=O)(=O)c2ccc(OC)cc2)cc1

screen / no.	17	18	19	20	21	22	23	24
PPARg SRC-2 ag	8	0	9	-4	7	-9	1	5
TR-FRET SRC-2 ct	1630	1202	1646	1497	1550	1525	1541	1732
TNAP inh hiacc	-5	-2	-1	-4	-3	-3	-2	-5
PPARg SRC1 recr	3	-3	7	3	6	-6	0	3
HMGR II inh	2	0	-1	-1	-1	-4	0	-3
TNAP act hi DEA	1.1	1	1	1	1	1	1	1.1
bIAP inh	10	1	1	0	7	-36	2	2
PPARg SRC3 recr	1	5	6	1	4	-1	-3	0
TNAP inh no acc	-16	-12	-3	1	-7	-7	-7	-9
bIAP act	0.9	1	1	1	0.9	1.4	1	1

25. CN(C(=O)CSc1nnc(-c2ccncc2)n1Cc1ccccc1)C1CCS(=O)(=O)C1 (centres undefined)
26. CCc1cc2c(N=Nc3c(O)[nH]c4ccccc34)ncnc2s1
27. COc1cc(OC)cc(-c2nc3ccccc3c(=O)n2NC(=O)c2cccnc2Cl)c1
28. CCS(=O)(=O)CCSc1nc(C)cc(C)c1C#N
29. O=C1c2cccc([N+](=O)[O-])c2C(=O)N1CCO
30. CCOC(=O)c1cc2c(ccn2C)n1CC(=O)N1CCN(c2ccccc2)CC1
31. Cc1ccc(C)n1-c1ccc(C(=O)N2CCOCC2)cc1
32. O=C(CN1C(=O)COc2ccccc21)NCCC1=CCCCC1

screen / no.	25	26	27	28	29	30	31	32
PPARg SRC-2 ag	-2	0	10	8	-5	-2	-3	-1
TR-FRET SRC-2 ct	1436	1449	1744	1578	1535	1637	1427	1581
TNAP inh hiacc	-5	8	-2	-7	-4	-8	2	-2
PPARg SRC1 recr	2	-6	6	6	-4	11	-1	0
HMGR II inh	-5	1	-4	-6	2	1	-1	-5
TNAP act hi DEA	1.1	0.9	1	1.1	1	1.1	1	1
bIAP inh	1	5	1	6	8	-12	1	3
PPARg SRC3 recr	-2	0	6	16	5	7	0	1
TNAP inh no acc	-11	-32	-9	-13	-10	-8	-5	1
bIAP act	1	0.9	1	0.9	0.9	1.1	1	1

33. CCC(C(=O)NC1CCCCC1)n1c(SCc2ccccc2F)nc2ccncc21 (centres undefined)
34. O=C(COC(=O)CCC(=O)c1cccs1)Nc1cc(S(=O)(=O)N2CCOCC2)ccc1Cl
35. COc1cc(/C=C(\C#N)c2nc3ccc(C)cc3[nH]2)c([N+](=O)[O-])cc1OC
36. CCc1ccc(S(=O)(=O)NC(=S)NC2CCCCC2)cc1
37. CN(C)CCCN1C(=O)c2cccc3c(Br)ccc(c23)C1=O
38. CN(C[C@H](Cc1ccccc1)N(C[C@H](Cc1ccccc1)N(CCC(C)(C)C)N=O)N=O)N=O
39. CC(=O)CCC(=O)N1CCCC(CNC(=O)c2ccc(-c3ccccc3)cc2)C1 (centres undefined)
40. COCC(=O)N/N=C(\C)CC(=O)NCc1ccco1

screen / no.	33	34	35	36	37	38	39	40
PPARg SRC-2 ag	-4	6	6	-1	1	-4	-4	-5
TR-FRET SRC-2 ct	1602	1515	1551	1653	1542	1618	1382	1508
TNAP inh hiacc	-7	-6	1	4	-1	-1	-4	-5
PPARg SRC1 recr	8	1	1	5	-2	2	-2	-2
HMGR II inh	-2	1	-1	2	0	1	0	0
TNAP act hi DEA	1.1	1.1	1	1	1	1	1	1.1
bIAP inh	3	2	9	13	-3	4	-10	9
PPARg SRC3 recr	9	-7	5	4	-1	4	5	-5
TNAP inh no acc	-8	-5	-1	28	-7	-1	-8	-14
bIAP act	1	1	0.9	0.9	1	1	1.1	0.9

41. Cc1ccc(NC2=C(Cl)C(=O)OC2OC(=O)c2ccco2)c(C)c1 (centres undefined)
42. CCCN1C(=O)/C(=C/c2c(NCCCOC(C)C)nc3c(C)cccn3c2=O)SC1=S
43. CC(C)CNS(=O)(=O)c1ccc(CCC(=O)N2CCN(c3ccc(F)cc3)CC2)cc1
44. Cc1cc2ncn(S(=O)(=O)N(C)C)c2cc1C
45. Cc1nn2c(c1-c1ccccc1)N=C(c1ccco1)CC2c1ccccc1 (centres undefined)
46. O=C(O)CSc1c(-c2cccs2)[nH]c2ccccc12
47. COc1ccc(NC(=O)CSc2nncc3ccccc23)cc1
48. CCCc1cc(=O)[nH]c(/N=C(/NC(=O)c2ccccc2)Nc2ccc3c(c2)OCCO3)n1

screen / no.	41	42	43	44	45	46	47	48
PPARg SRC-2 ag	12	6	4	1	14	9	2	8
TR-FRET SRC-2 ct	1640	1575	1202	1571	1651	1578	1621	1394
TNAP inh hiacc	nt	22	-6	-1	-1	-6	2	nt
PPARg SRC1 recr	16	2	-3	0	6	12	3	2
HMGR II inh	2	-2	-4	3	-1	-3	6	nt
TNAP act hi DEA	nt	0.8	1.1	1	1	1.1	1	nt
bIAP inh	nt	29	-4	3	5	1	-3	nt
PPARg SRC3 recr	2	8	-1	8	6	10	0	-6
TNAP inh no acc	nt	25	-12	-7	-3	0	-8	nt
bIAP act	nt	0.7	1	1	0.9	1	1	nt

49. CCOC(=O)N1CCN(Cc2nc(CC3CC3)no2)CC1
50. Cc1csc(N(C(=O)c2cccc(S(=O)(=O)N3CCCC3)c2)c2ccccc2)n1
51. CC1CCc2ccccc2N1C(N)=Nc1ccccc1 (centres undefined)
52. COc1ccc(C(=O)Nc2ccccc2)cc1S(=O)(=O)Nc1cc(C)on1
53. COc1ccc(C(=O)Nc2ccc3c(c2)nc(CN2CCN(C(C)=O)CC2)n3C)cc1
54. COc1ccc(CCNC(=O)C23CCC(C)(C(=O)C2=O)C3(C)C)cc1OC (centres undefined)
55. Cc1ccc(N=C(NO)c2nonc2N)cc1
56. CCN(CC)c1ccc(/C=N/N2CCN(Cc3ccc(C)cc3)CC2)c(O)c1

screen / no.	49	50	51	52	53	54	55	56
PPARg SRC-2 ag	8	2	8	9	6	5	2	-1
TR-FRET SRC-2 ct	1530	1565	1784	1538	1677	1564	1496	1454
TNAP inh hiacc	1	-9	-6	5	0	-2	0	2
PPARg SRC1 recr	11	7	6	4	8	5	1	-3
HMGR II inh	-4	4	4	0	-4	-6	-1	2
TNAP act hi DEA	1	1.1	1.1	1	1	1	1	1
bIAP inh	-2	3	9	2	-9	-10	26	1
PPARg SRC3 recr	3	2	3	5	3	2	5	-3
TNAP inh no acc	-1	-4	-15	-5	-5	-9	-2	-2
bIAP act	1	1	0.9	1	1.1	1.1	0.7	1

# A draw from above in order of number of heavy atoms, falling.
48. CCCc1cc(=O)[nH]c(/N=C(/NC(=O)c2ccccc2)Nc2ccc3c(c2)OCCO3)n1
53. COc1ccc(C(=O)Nc2ccc3c(c2)nc(CN2CCN(C(C)=O)CC2)n3C)cc1
50. Cc1csc(N(C(=O)c2cccc(S(=O)(=O)N3CCCC3)c2)c2ccccc2)n1
54. COc1ccc(CCNC(=O)C23CCC(C)(C(=O)C2=O)C3(C)C)cc1OC (centres undefined)
47. COc1ccc(NC(=O)CSc2nncc3ccccc23)cc1
49. CCOC(=O)N1CCN(Cc2nc(CC3CC3)no2)CC1
46. O=C(O)CSc1c(-c2cccs2)[nH]c2ccccc12
55. Cc1ccc(N=C(NO)c2nonc2N)cc1

screen / no.	48	53	50	54	47	49	46	55
PPARg SRC-2 ag	8	6	2	5	2	8	9	2
TR-FRET SRC-2 ct	1394	1677	1565	1564	1621	1530	1578	1496
TNAP inh hiacc	nt	0	-9	-2	2	1	-6	0
PPARg SRC1 recr	2	8	7	5	3	11	12	1
HMGR II inh	nt	-4	4	-6	6	-4	-3	-1
TNAP act hi DEA	nt	1	1.1	1	1	1	1.1	1
bIAP inh	nt	-9	3	-10	-3	-2	1	26
PPARg SRC3 recr	-6	3	2	2	0	3	10	5
TNAP inh no acc	nt	-5	-4	-9	-8	-1	0	-2
bIAP act	nt	1.1	1	1.1	1	1	1	0.7
